Screening data deposited in PubChem BioAssay by National Center for Advancing Translational Sciences (NCATS).
Rab9 prom act: activates the Rab9 promoter; Huh7 Rab9 promoter-luciferase reporter, luminescence, 24 h; AID 485297; 320,000 compounds, 2.8% hits; Potency, µM (titrated, usually from 9.22 µM), without a hit: at the highest dose activation, negative = inhibition, most hits filed as activators; also: % of control where 0% means no effect; nearly all actives have a fitted effect of over 60% in size
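Luminescence from Amplite-detected luciferase (10 minutes, ambient) reports Rab9 promoter activation. Before that, stable Rab9-luciferase Huh7 cells (1500/well, reduced-serum OP-MEM I plus 10% FBS) were exposed to compound for 24 hours at 37C.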
uPA generation: blocks generation of uPA at the cell surface; cell surface uPA generation assay, qHTS; Potency, µM (highest dose often 38.3 µM), inactives show at the top dose activity change, negative = inhibition, usual class: inhibitors; 330,000 compounds, 0.31% hits; AID 540303; active = well fitted inhibition curve with a large enough effect; inconclusive = small, poorly fitted or top-dose-only effect; inactive = no such curve, though single readings can be large or run the other way; tested in mouse RAW 264.7 cells; also: % is scaled to controls: 0 for no effect and ±100 for the full control effect; nearly all actives have a fitted effect of over 55% in size
FLuc modulator: firefly luciferase modulation, counter-screen for miR-21 project | P08659 | purified FLuc, Km substrates, luminescence inhibition | Potency, µM (series often up to 57.5 µM), for the others: at the highest dose activity change, negative = inhibition, hits mostly inhibitors | 360,000 compounds, 6.9% hits | AID 588342;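 also: plate controls were vehicle for no effect and reference inhibitor for full effect; nearly all actives have a fitted effect of over 55% in size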
Target sequence (P08659 whole entry, looked up): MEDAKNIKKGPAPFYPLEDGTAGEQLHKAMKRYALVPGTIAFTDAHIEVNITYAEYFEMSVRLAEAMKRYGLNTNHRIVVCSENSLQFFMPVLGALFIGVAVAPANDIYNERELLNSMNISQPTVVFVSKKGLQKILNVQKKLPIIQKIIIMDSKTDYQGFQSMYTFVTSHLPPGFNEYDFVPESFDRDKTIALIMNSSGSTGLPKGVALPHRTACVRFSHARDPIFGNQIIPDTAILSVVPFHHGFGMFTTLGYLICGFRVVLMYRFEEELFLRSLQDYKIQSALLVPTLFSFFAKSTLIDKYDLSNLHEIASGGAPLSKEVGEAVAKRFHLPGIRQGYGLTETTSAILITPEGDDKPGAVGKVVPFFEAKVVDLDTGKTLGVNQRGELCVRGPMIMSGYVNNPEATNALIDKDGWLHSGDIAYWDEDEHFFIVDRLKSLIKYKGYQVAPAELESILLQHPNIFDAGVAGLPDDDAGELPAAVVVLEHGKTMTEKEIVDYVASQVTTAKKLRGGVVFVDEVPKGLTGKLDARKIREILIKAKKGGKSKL
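Purified P. pyralis luciferase (10nM final) with 10uM D-luciferin and 10uM ATP (Km levels) in 50mM Tris acetate pH 7.5, 10mM Mg acetate, 0.01% Tween-20, 0.05% BSA; qHTS 6-point titration, ~60 µM downward; luminescence read.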
NPC1 prom act: activates the NPC1 promoter; 320,000 compounds, 2.4% hits; Potency, µM (highest dose often 9.22 µM), without a hit: at the highest dose activation, most hits filed as activators; AID 485313; Huh7 NPC1 promoter luciferase reporter, 24 h;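 also: % of control where 0% means no effect; nearly all actives have a fitted effect of over 60% in size; reporter is driven by a mutant NPC1 promoter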
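Stable NPC1-promoter luciferase Huh7 line; cpd (DMSO) 24 h, 37 °C, 5% CO2; Amplite luciferase reagent 10 min RT; luminescence readout. qHTS format.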
Gal4-VP16 FLuc: counter-screen for ROR gamma inhibitors: Gal4-VP16 reporter | Drosophila S2 Gal4-VP16 UAS-luciferase, luminescence, 20 h | Potency, µM (titrated, usually from 53.6 µM), for inactives: at the top dose activity, negative = inhibition, most hits filed as inhibitors | 310,000 compounds, 3.5% hits | AID 2546;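 also: Gal4-VP16 expression switched on by copper sulfate through the metallothionein promoter; % is scaled to controls: 0 for no effect and ±100 for the full control effect; nearly all actives have a fitted effect of over 50% in size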
BRCA1 expr up: increases BRCA1 expression; 380,000 compounds, 1.1% hits; Potency, µM (series often up to 46.1 µM), for inactives: top-dose activation, usual class: activators; AID 624202; MCF7-BRCA1-FFLuc reporter, luminescence, 48 h; response scale: scaled: vehicle 0%, 10 µM genistein 100%; also: nearly all actives have a fitted effect of over 80% in size; some results filed as inactive show a strong effect at the top dose
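Reporter cells (MCF7, BRCA1 promoter-firefly luciferase) received library compounds across a concentration series for 48 h. End-point luminescence was measured and concentration-effect curves derived after normalization.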
RORgamma inh: blocks mouse ROR gamma transcriptional activity. Drosophila S2 Gal4-RORgamma UAS-luciferase reporter, 20 h. Potency, µM (highest dose often 53.6 µM), inactives show top-dose activity change, negative = inhibition, actives largely listed as inhibitors. 310,000 compounds, 5.4% hits; also: % is scaled to controls: 0 for no effect and ±100 for the full control effect; nearly all actives have a fitted effect of over 60% in size
Target sequence (P51450 whole entry, looked up, the tested form may be a part): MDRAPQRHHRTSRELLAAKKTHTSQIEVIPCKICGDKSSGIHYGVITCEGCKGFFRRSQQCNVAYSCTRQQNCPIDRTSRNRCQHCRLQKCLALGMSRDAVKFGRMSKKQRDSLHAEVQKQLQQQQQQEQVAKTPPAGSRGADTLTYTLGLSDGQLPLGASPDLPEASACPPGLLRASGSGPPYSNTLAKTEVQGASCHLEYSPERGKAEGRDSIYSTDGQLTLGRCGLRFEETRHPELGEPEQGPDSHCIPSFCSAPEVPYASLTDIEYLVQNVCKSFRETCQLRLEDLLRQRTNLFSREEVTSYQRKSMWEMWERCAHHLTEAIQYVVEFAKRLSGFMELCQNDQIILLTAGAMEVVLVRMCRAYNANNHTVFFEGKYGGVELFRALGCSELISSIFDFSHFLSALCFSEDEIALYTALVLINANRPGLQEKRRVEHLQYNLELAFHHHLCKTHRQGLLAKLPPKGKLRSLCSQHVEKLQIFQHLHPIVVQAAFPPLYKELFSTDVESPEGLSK
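Stably transfected Drosophila Schneider cells are the test system, with ROR gamma fused to Gal4 and luciferase under UAS control; luminescence is read after 20 hr of 700 uM copper sulfate induction at ambient temperature.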
ELG1 genotoxic: inducers of genotoxicity in HEK293T ELG1-luciferase cells | HEK293T ELG1-luciferase reporter, luminescence, 16 h | Potency, µM (titrated, usually from 46 µM), for the others: at the top dose activity change, positive = activation, hits mostly activators | 330,000 compounds, 1.3% hits; also: % of control where 0% means no effect; nearly all actives have a fitted effect of over 60% in size
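Luminescence read-out: rising ELG1-luciferase signal, reflecting elevated ELG1 protein under genetic stress, flags genotoxic compounds. Cells were treated for 16 hr at 37 °C before ONE-Glo detection.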
MLL CXXC-DNA inh: inhibitors of human MLL CXXC domain-DNA interaction | 290,000 compounds, 0.037% hits | AID 2662 | MLL-CXXC / FITC-HOXA9 DNA fluorescence polarization | Potency, µM (top dose mostly 115 µM), inactives show at the highest dose activity change, negative = inhibition, hits mostly inhibitors; active = well fitted inhibition curve with a large enough effect in the polarisation, with a control signal flat, not every such curve was filed as active; inconclusive = small, poorly fitted or top-dose-only effect, or effect the other way, or a change in a side signal; inactive = no such curve, though single readings can be large or run the other way; the % refers to the polarisation
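Purified MLL-CXXC (added from a 7 uM solution) was preincubated 5 min at ambient with pinned compounds in 50 mM Tris-HCl pH 7.5, 50 mM NaCl, 1 mM DTT, 0.05% BSA. Fluorescein-labeled HOX-A9 DNA (50 nM solution) followed, 30 min, then polarization read.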
MBNL1 CUG block: blocks human MBNL1 binding to CUG repeat RNA; Q9NR56; TR-FRET MBNL1-His/biotin-(CUG)12 binding, 665/545 ratio; Potency, µM (doses to about 57.5 µM), for inactives: top-dose activity change, negative = inhibition, most hits filed as inhibitors; 280,000 compounds, 0.036% hits; AID 2675; active = well fitted inhibition curve with a large enough effect in the signal ratio, with a control signal flat, not every such curve was filed as active; inconclusive = small, poorly fitted or top-dose-only effect, or effect the other way, or a change in a side signal; inactive = no such curve, though single readings can be large or run the other way; the % refers to the signal ratio; also: % is scaled to controls: 0 for no effect and ±100 for the full control effect
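TR-FRET readout: Ex 340 nm, 665/545 nm emission ratio, normalized to buffer-only (basal) and MBNL1-(CUG)12 controls. Complex of MBNL1-His with Biotin-(CUG)12, compounds 92 nM–58 uM, incubated 60 min at room temperature.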
p53 reactivator: re-activators of mutant p53; H1299 p53-A138V BP100-luciferase reporter, luminescence, 24 h; Potency, µM (top dose mostly 92.2 µM), for inactives: at the top dose activity change, positive = activation, usual class: activators; 320,000 compounds, 0.063% hits; also: % of control where 0% means no effect; nearly all actives have a fitted effect of over 45% in size
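p53-null H1299 cells stably carrying temperature-sensitive p53-A138V and a BP100-luciferase reporter were pinned with compounds (4-point, 1:5 series) and held 24 hrs at 37 deg C. Luminescence was read 10 min after detection reagent.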
Active calls of the source: *; [ ] = dose if it differs, or a comment. Unless noted, calls follow the shape of the dose curve; as a rule, active = well fitted curve in the direction sought with a large enough effect; inconclusive = small, poorly fitted or top-dose-only effect, or another doubt; inactive = no such curve, though single readings can be large; an effect the other way counts as inactive or inconclusive. Potency is read from the fitted curve at half-maximal effect. Not all compounds are listed. The share of hits here may be higher or lower than overall.

Results for CCOC(=O)/C(C#N)=C1/C=Cc2ccccc2N1CC ?
Rab9 prom act: 13%; uPA generation: -9%; FLuc modulator: -13%; NPC1 prom act: 10%; Gal4-VP16 FLuc: -5%; BRCA1 expr up: 0%; RORgamma inh: 11%; ELG1 genotoxic: 5%; MLL CXXC-DNA inh: 1%; MBNL1 CUG block: inconclusive; p53 reactivator: -6%

Results for Cc1csc(=Nc2cccnc2)n1CC1CCCCC1 ?
Rab9 prom act: -3%; uPA generation: 6%; FLuc modulator: -2%; NPC1 prom act: -3%; Gal4-VP16 FLuc: -6%; BRCA1 expr up: -10%; RORgamma inh: inconclusive; ELG1 genotoxic: 9%; MLL CXXC-DNA inh: 10%; MBNL1 CUG block: 2%; p53 reactivator: 17%

What do the screens show for `Cc1ccc(C(=O)COc2cc(O)c3c(=O)cc(-c4ccccc4)oc3c2)cc1`?
Rab9 prom act: 0%; uPA generation: 31%[activator]; FLuc modulator: -13%; NPC1 prom act: 0%; Gal4-VP16 FLuc: -3%; BRCA1 expr up: -14%; RORgamma inh: 1%; ELG1 genotoxic: 0%; MLL CXXC-DNA inh: 27%; MBNL1 CUG block: 4%; p53 reactivator: 12%

Results for Cc1ccc(NS(=O)(=O)c2ccc3c(c2)NC(=O)CO3)cc1C ?
Rab9 prom act: 0%; uPA generation: 6%; FLuc modulator: 2%; NPC1 prom act: -6%; Gal4-VP16 FLuc: -18%; BRCA1 expr up: -4%; RORgamma inh: 24%; ELG1 genotoxic: -3%; MLL CXXC-DNA inh: -3%; MBNL1 CUG block: -7%; p53 reactivator: 1%

How did CCOc1cc(/C=N/NC(=O)c2ccccc2OCc2ccc(F)cc2)ccc1O do in these assays?
Rab9 prom act: 0%; uPA generation: -16%; FLuc modulator: inconclusive; NPC1 prom act: -1%; BRCA1 expr up: -27%; ELG1 genotoxic: -2%; p53 reactivator: 3%

Results for Cc1csc2nc(O)c(C(=O)NC3CCCCC3C)c(=O)n12 (stereo not given) ?
Rab9 prom act: -5%; uPA generation: 2%; FLuc modulator: 3%; NPC1 prom act: 0%; BRCA1 expr up: -53%; ELG1 genotoxic: -1%; p53 reactivator: 6%

How did COc1ccc(C(=O)NCCn2nc(C)cc2C)cc1OC1CCN(C(C)=O)CC1 do in these assays?
Rab9 prom act: 4%; uPA generation: 4%; FLuc modulator: 3%; NPC1 prom act: -1%; Gal4-VP16 FLuc: 2%; BRCA1 expr up: -9%; RORgamma inh: 1%; ELG1 genotoxic: 3%; MLL CXXC-DNA inh: 2%; MBNL1 CUG block: -2%; p53 reactivator: 6%

How did Cc1ccc(C2Nc3ccc4ccccc4c3C3=C2C(=O)CC(C)(C)C3)o1 (stereo not given) do in these assays?
Rab9 prom act: -1%; FLuc modulator: -23%; NPC1 prom act: -2%; Gal4-VP16 FLuc: 5%; BRCA1 expr up: -38%; RORgamma inh: 21%; ELG1 genotoxic: -10%; MLL CXXC-DNA inh: 19%; MBNL1 CUG block: 6%; p53 reactivator: 15%

How did COc1ccccc1NC(=S)NC(=O)c1c(-c2ccccc2Cl)noc1C do in these assays?
Rab9 prom act: 14%; uPA generation: 11%; FLuc modulator: -1%; NPC1 prom act: 5%; Gal4-VP16 FLuc: 16µM*; BRCA1 expr up: -10%; RORgamma inh: 2.5µM*; ELG1 genotoxic: -2%; MLL CXXC-DNA inh: 7%; MBNL1 CUG block: -4%; p53 reactivator: 5%

Results for Nc1nc2n(c1C(=O)c1ccccc1)CCC2 ?
uPA generation: 12%; FLuc modulator: 4%; Gal4-VP16 FLuc: 16%; BRCA1 expr up: 2%; RORgamma inh: -17%; MLL CXXC-DNA inh: -1%; MBNL1 CUG block: 8%

How did N#Cc1ccc(NC(=O)Cn2cnc(S(=O)(=O)N3CCCC3)c2)cc1 do in these assays?
Rab9 prom act: -6%; uPA generation: -16%; FLuc modulator: 5%; NPC1 prom act: 0%; Gal4-VP16 FLuc: -3%; BRCA1 expr up: 4%; RORgamma inh: -1%; ELG1 genotoxic: 0%; MLL CXXC-DNA inh: -8%; MBNL1 CUG block: 2%; p53 reactivator: 0%

Results for Cc1c(Cl)ccc2sc(N3CCN(C(=O)C4=COCCO4)CC3)nc12 ?
Rab9 prom act: -6%; uPA generation: -3%; FLuc modulator: 3%; NPC1 prom act: 1%; BRCA1 expr up: 0%; ELG1 genotoxic: -2%; p53 reactivator: -7%

What do the screens show for `N#CC1=C(N)Oc2cc(O)ccc2C1c1cccs1` (stereo not given)?
Rab9 prom act: 10%; uPA generation: 5%; FLuc modulator: -5%; NPC1 prom act: -2%; Gal4-VP16 FLuc: 7%; BRCA1 expr up: -31%; RORgamma inh: inconclusive; ELG1 genotoxic: -3%; MLL CXXC-DNA inh: 15%; MBNL1 CUG block: 26%; p53 reactivator: 3%

Results for CC1CCN(S(=O)(=O)c2ccc(NC(=O)CCN3C(=O)c4ccccc4C3=O)cc2)CC1 ?
Rab9 prom act: -2%; FLuc modulator: -7%; NPC1 prom act: -1%; Gal4-VP16 FLuc: -7%; BRCA1 expr up: 5%; RORgamma inh: 12%; ELG1 genotoxic: 3%; MLL CXXC-DNA inh: -6%; MBNL1 CUG block: 7%; p53 reactivator: -2%

Results for CN(C(=O)COC(=O)c1ccc(F)c(S(=O)(=O)N2CCOCC2)c1)C1CCS(=O)(=O)C1 (stereo not given) ?
Rab9 prom act: 3%; uPA generation: -1%; FLuc modulator: 5%; NPC1 prom act: -9%; BRCA1 expr up: -6%; ELG1 genotoxic: 0%; p53 reactivator: -1%

Fetched one by one from the list above (2):
Results for Cc1csc2nc(O)c(C(=O)NC3CCCCC3C)c(=O)n12 (stereo not given) ?
Rab9 prom act: -5%; uPA generation: 2%; FLuc modulator: 3%; NPC1 prom act: 0%; BRCA1 expr up: -53%; ELG1 genotoxic: -1%; p53 reactivator: 6%

How did N#Cc1ccc(NC(=O)Cn2cnc(S(=O)(=O)N3CCCC3)c2)cc1 do in these assays?
Rab9 prom act: -6%; uPA generation: -16%; FLuc modulator: 5%; NPC1 prom act: 0%; Gal4-VP16 FLuc: -3%; BRCA1 expr up: 4%; RORgamma inh: -1%; ELG1 genotoxic: 0%; MLL CXXC-DNA inh: -8%; MBNL1 CUG block: 2%; p53 reactivator: 0%

New compounds follow
What do the screens show for `Cc1ccc(NC(=O)C(=S)NCc2ccco2)cc1`?
Rab9 prom act: 2.8µM*; uPA generation: 7%; FLuc modulator: 6µM*; NPC1 prom act: inconclusive; Gal4-VP16 FLuc: 11%; BRCA1 expr up: 7.1µM*; RORgamma inh: 1%; ELG1 genotoxic: inconclusive; MLL CXXC-DNA inh: -1%; MBNL1 CUG block: 7%; p53 reactivator: 8%

How did O=C(NNc1nc2c(F)cc(F)cc2s1)c1ccccc1 do in these assays?
Rab9 prom act: -3%; uPA generation: -2%; FLuc modulator: 4%; NPC1 prom act: -1%; Gal4-VP16 FLuc: inconclusive; BRCA1 expr up: 9%; RORgamma inh: 5µM*; ELG1 genotoxic: -1%; MLL CXXC-DNA inh: 5%; MBNL1 CUG block: 3%; p53 reactivator: -3%

What do the screens show for `O=C(Nc1nc2ccccc2c(=O)s1)c1ccc(F)cc1Cl`?
Rab9 prom act: 0%; uPA generation: -8%; FLuc modulator: 3.8µM*; NPC1 prom act: 8%; Gal4-VP16 FLuc: -3%; BRCA1 expr up: 9%; RORgamma inh: 29%; ELG1 genotoxic: 0%; MLL CXXC-DNA inh: 38%[activator]; MBNL1 CUG block: 1%; p53 reactivator: 16%

How did CCOC(=O)CC(=O)CSc1nccc(-c2cccnc2)n1 do in these assays?
Rab9 prom act: -3%; uPA generation: -1%; FLuc modulator: -1%; NPC1 prom act: 10%; Gal4-VP16 FLuc: 6%; BRCA1 expr up: 0%; RORgamma inh: 23%; ELG1 genotoxic: -13%; MLL CXXC-DNA inh: -10%; MBNL1 CUG block: -2%; p53 reactivator: 8%

Results for COc1cccc(C2C3=C(N=c4s/c(=C\c5ccc(OCC(=O)O)cc5)c(=O)n42)c2ccccc2CC3)c1 (stereo not given) ?
Rab9 prom act: -2%; uPA generation: -4%; FLuc modulator: inconclusive; NPC1 prom act: 0%; Gal4-VP16 FLuc: 7%; BRCA1 expr up: -5%; RORgamma inh: -11%; ELG1 genotoxic: 6%; MLL CXXC-DNA inh: 1%; MBNL1 CUG block: 14%; p53 reactivator: 0%
